Kir21 inh: Kir2.1 (mouse) channel inhibition | P35561 | HEK293-Kir2.1, FluxOR thallium flux fluorescence; hits give low values | B-score at 10 µM | hit rate 0.85% among 310,000 | AID 1672;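 active = fluorescence ratio B-score at or below minus 3 SD of library scores, with starting-brightness B-score within 2 SD, cut at about -4.2 in these data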;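 also: channel flux triggered by added potassium and thallium sulfate stimulus; B-score of peak minus minimum fluorescence over baseline after thallium stimulus; more negative B-score means stronger Kir2.1 block with less thallium influx; some compounds called inactive have numbers as strong as hits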
Target sequence (P35561 whole entry, looked up): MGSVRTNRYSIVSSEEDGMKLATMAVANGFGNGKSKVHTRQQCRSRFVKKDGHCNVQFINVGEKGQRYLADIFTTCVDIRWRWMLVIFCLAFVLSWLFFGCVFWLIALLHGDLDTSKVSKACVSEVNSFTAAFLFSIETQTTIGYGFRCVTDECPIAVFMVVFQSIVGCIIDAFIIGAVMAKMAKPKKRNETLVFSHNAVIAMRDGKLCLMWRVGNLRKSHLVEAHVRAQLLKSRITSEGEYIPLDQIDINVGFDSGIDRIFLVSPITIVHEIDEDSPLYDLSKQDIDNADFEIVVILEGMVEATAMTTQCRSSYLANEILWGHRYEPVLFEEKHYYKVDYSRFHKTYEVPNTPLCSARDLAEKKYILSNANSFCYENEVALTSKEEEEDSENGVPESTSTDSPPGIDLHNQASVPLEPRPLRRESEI
CHT inh: inhibits the human high affinity choline transporter; Q9GZV3; CHT-expressing cells, membrane potential dye, choline response; hits give low values; B-score at 10 µM; hit rate 0.86% among 310,000;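 active = B-score over 3 SD under the library average, and starting fluorescence ratio not unusually high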;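 also: choline stimulus applied at its EC90 after an EC20 pre-addition; B-score computed on integrated fluorescence ratio after choline addition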
Target sequence (Q9GZV3 whole entry, looked up): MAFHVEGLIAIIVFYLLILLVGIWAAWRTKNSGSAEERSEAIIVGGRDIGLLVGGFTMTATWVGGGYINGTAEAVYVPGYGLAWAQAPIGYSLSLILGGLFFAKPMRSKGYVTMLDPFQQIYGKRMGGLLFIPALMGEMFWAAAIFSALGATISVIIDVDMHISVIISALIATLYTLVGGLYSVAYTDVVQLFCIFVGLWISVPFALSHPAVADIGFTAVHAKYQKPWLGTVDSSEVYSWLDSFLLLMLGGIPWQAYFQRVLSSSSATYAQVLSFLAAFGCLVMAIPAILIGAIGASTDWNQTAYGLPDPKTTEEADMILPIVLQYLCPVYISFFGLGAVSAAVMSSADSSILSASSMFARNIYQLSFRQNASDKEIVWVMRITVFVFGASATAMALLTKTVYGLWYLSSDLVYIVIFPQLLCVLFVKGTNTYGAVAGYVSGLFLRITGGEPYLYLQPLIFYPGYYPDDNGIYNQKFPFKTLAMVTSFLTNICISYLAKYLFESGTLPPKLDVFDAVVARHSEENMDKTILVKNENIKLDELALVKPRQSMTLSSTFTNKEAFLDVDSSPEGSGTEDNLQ
Numbers without * were called inactive; i = inactive; / = not tested or not shown. Rows are unselected (roughly 1.6% active in at least one column).

SMILES	Kir21 inh	CHT inh
Cn1cccc1CC(=O)N/N=C/c1ccc([N+](=O)[O-])cc1	-0.8	i
CCN(CC(=O)NCC(=O)Nc1ccc(Br)cc1C)Cc1ccccc1	0.14	i
CCC(C)[C@H](NC(=O)[C@H](Cc1ccccc1)n1c(=O)[nH]c2ccccc2c1=O)C(=O)NCC1CCC(C(=O)O)CC1 (stereo not given in full)	-0.28	i
CCOC(=O)c1sc(NC(=O)c2cccc(S(=O)(=O)N3CCc4ccccc43)c2)c(C#N)c1C	-0.05	i
COc1ccc(S(=O)(=O)N2CCCCC2)cc1NC(=O)CSc1ncnc2ccccc12	0.29	i
CCCn1nc2ccccc2c1P(=N)(N1CCOCC1)N1CCOCC1	-0.74	i
O=C(c1cccc(Cl)c1)N1CCN(Cc2c[nH]c3ccccc23)CC1	-0.43	i
CCN(CC)Cc1cc2[nH]c3c4ccc(Cl)cc4ncc3c2cc1OC	0.38	/
O=C(CSc1nnc(Cc2ccccc2)o1)Nc1ccccc1	-0.01	i
CN1N=C(C(=O)N2CCN(c3ccc([N+](=O)[O-])cc3)CC2)CCC1=O	2.19	i
Cc1cccc(C(=O)N2CCN(S(=O)(=O)c3ccc4c(c3)OCCCO4)CC2)c1[N+](=O)[O-]	-0.07	i
O=C(/C=C\Nc1ccc2c(c1)OCO2)c1ccccn1	0.08	i
CC(=O)NCCc1ccc(S(=O)(=O)Nc2ccc(NC(=O)c3ccc(F)cc3)cc2)cc1	1.52	i
CCn1c(SCC#N)nc2ccccc2c1=O	0.06	i
CN(C(=O)c1ccc(OC2CCN(CCc3ccccc3)CC2)cc1)C1CCCCC1	-1.76	i
C=CCOc1ccccc1/C=N/NC(=O)c1ccc(Cl)cc1Cl	-2.01	i
O=[N+]([O-])c1cc(Cl)cc(/C=N/NC(=S)Nc2cc(S(=O)(=O)N3CCOCC3)ccc2Cl)c1O	-0.01	-11.3*
COc1ccc(CCNS(=O)(=O)c2cc(/C=C/C(=O)O)ccc2C)cc1OC	0.46	i
C=C1C2(C(=O)NCc3ccco3)CCC(C2)C1(C)C (stereo not given)	-0.02	i
Cc1cccc(-n2c(C)cc(C=C3C(=O)c4ccccc4C3=O)c2C)c1	1.07	i
O=C(COC(=O)c1ccc(CNS(=O)(=O)c2ccc(F)c(Cl)c2)cc1)NC1CCCCCCC1	2.13	i
CCOc1ccccc1NC(=O)C(OC(=O)c1ccc(NC(=O)CC#N)cc1)c1ccccc1 (stereo not given)	1.86	i
Cc1ccc(NC(=O)COc2cccnc2[N+](=O)[O-])cc1S(=O)(=O)N1CCCCC1	0.87	i
O=C(CCS(=O)(=O)c1ccccc1)NC12CC3CC(CC(C3)C1)C2	-1.28	i
CCc1cc2c(=O)[nH]c(-c3ccccn3)nc2s1	0.07	i
O=C(NCCC(=O)N1CCCCC1)c1ccc(Br)cc1	-0.06	i
O=C(c1ccccc1)N(CCN1CCOCC1)C1(C(=O)Nc2ccccc2)CCCCC1	0.08	i
O=S(=O)(Nc1cccc(-c2ccc(N3CCCCCC3)nn2)c1)c1ccccc1Cl	0.03	i
O=C(COc1cccnc1[N+](=O)[O-])Nc1cccc(S(=O)(=O)N2CCCCC2)c1	1.31	i
COc1ccc(N2CCN(C(=S)NCCc3ccccc3)CC2)cc1	1.9	i
CCN1CCN(C(=O)/C=C\C(=O)O)CC1	0.3	i
COc1cc(OC)c(C(=O)Nc2cccnc2)cc1OC	-0.09	i
CN1CCN(C(=O)Cn2c(C(F)(F)F)nc3ccccc32)CC1	-3.17	i
CN(C)/C=N/c1cc(=O)[nH]c(=O)n1CC1CC1	0	i
COc1ccc(NC(=O)COC(=O)CNC(=O)C2CCCCC2)cc1	-0.98	i
CC(=O)c1ccc(NS(=O)(=O)c2cccc(C)c2)cc1	1.1	i
Cc1cc(C(=O)OCC(=O)NC(=O)NC(C)(C)C)c(C)o1	0.53	i
COC(=O)c1ccc(CN(C)S(=O)(=O)c2ccc(C)cc2)o1	-1.67	i
Cc1ccc(-n2c(-c3cn(C)nc3C)n[nH]c2=S)cc1	-0.32	i
COc1ccccc1N1CCN(C2CCCN(C(=O)CCc3ccccn3)C2)CC1 (stereo not given)	-0.96	i
O=C(O)c1cnn2c1NC(c1cccs1)CC2C(F)(F)F (stereo not given)	0.85	i
CC(C)N1CCN(Cc2cnc(-c3ccccc3)s2)CC1CCO (stereo not given)	0.69	i
O=C(NC1=NCCS1)c1cc(-c2cccs2)nc2ccccc12	-0.54	i
CCOc1ccc(N2C(=O)S/C(=C\c3ccc(O)c(OCC)c3)C2=O)cc1	-0.22	i
CC(=O)Nc1sc2c(c1C(c1ccccn1)N1CCCC1)CCCC2 (stereo not given)	-0.01	i
Cc1[nH]c2ccccc2c1/C=C(/C#N)C(=O)NC(C)C	-0.04	i
CCOC(=O)c1c(C)sc2c1N(C(=O)CCl)c1cc(Cl)ccc1S2	-0.63	i
CN(C)CCCNC(=O)COc1ccc(Br)cc1Cl	0.36	i
C=CCn1c(SCCOc2ccc(OC)cc2)nnc1C(C)NC(=O)Cc1ccc(OC)cc1 (stereo not given)	-0.68	i
O=C(CSc1ccccc1Cl)c1ccco1	-0.05	i
COc1ccc(C(=O)O/N=C(\N)c2ccccc2)c(OC)c1	-0.61	i
COc1cccc(CC2(CO)CCCN(Cc3cn[nH]c3-c3ccccc3)C2)c1 (stereo not given)	-2.07	i
Cn1c(-c2ccccc2)cnc1NCc1cc2c(cc1[N+](=O)[O-])OCO2	1.51	i
Cc1cccc(NS(=O)(=O)c2cccs2)n1	-0.76	i
COc1ccc(-n2nc3c(c2NC(=O)C2CCCC2)CS(=O)C3)cc1 (stereo not given)	-0.02	i
Cc1ccc(C(=O)NNC(=O)C2CCN(Cc3ccc(Cl)c(Cl)c3)CC2)cc1	0.97	i
CC(C)OC(=O)CC12CN(C)CC(CC(=O)OC(C)C)(CN(C)C1)C2=O	0.53	i
Cc1c(NC(=O)CSc2nnc3sc4ccccc4n23)c(=O)n(-c2ccccc2)n1C	-0.28	i
Cc1ccc(CNC(=O)CN2C(=O)NC(C)(c3ccc(Cl)cc3)C2=O)cc1 (stereo not given)	0.43	i
O=C(COc1ccc(-c2ccccc2)cc1)NN=C1CCCC1	0.46	i

A draw from above in order of length of the SMILES, smallest number first.
SMILES	Kir21 inh	CHT inh
O=C(CSc1ccccc1Cl)c1ccco1	-0.05	i
Cc1cccc(NS(=O)(=O)c2cccs2)n1	-0.76	i
CN(C)CCCNC(=O)COc1ccc(Br)cc1Cl	0.36	i
O=C(O)c1cnn2c1NC(c1cccs1)CC2C(F)(F)F (stereo not given)	0.85	i
CC(C)N1CCN(Cc2cnc(-c3ccccc3)s2)CC1CCO (stereo not given)	0.69	i
Cc1[nH]c2ccccc2c1/C=C(/C#N)C(=O)NC(C)C	-0.04	i
CC(=O)Nc1sc2c(c1C(c1ccccn1)N1CCCC1)CCCC2 (stereo not given)	-0.01	i
CCOC(=O)c1c(C)sc2c1N(C(=O)CCl)c1cc(Cl)ccc1S2	-0.63	i
COc1cccc(CC2(CO)CCCN(Cc3cn[nH]c3-c3ccccc3)C2)c1 (stereo not given)	-2.07	i
Cn1c(-c2ccccc2)cnc1NCc1cc2c(cc1[N+](=O)[O-])OCO2	1.51	i
CC(C)OC(=O)CC12CN(C)CC(CC(=O)OC(C)C)(CN(C)C1)C2=O	0.53	i
Cc1ccc(C(=O)NNC(=O)C2CCN(Cc3ccc(Cl)c(Cl)c3)CC2)cc1	0.97	i
Cc1c(NC(=O)CSc2nnc3sc4ccccc4n23)c(=O)n(-c2ccccc2)n1C	-0.28	i

Later entries
SMILES	Kir21 inh	CHT inh
CC(Oc1ccc(Cl)cc1Cl)C(=O)NCCCN1CCOCC1 (stereo not given)	-0.43	i
O=C(CC(C(=O)N1CCc2ccccc21)n1ccnc1)NCC1CCCO1 (stereo not given)	0.17	i
COc1ccc(C(=O)Nc2c(N)nc[nH]c2=O)cc1	-0.15	i
CCn1c(SCC(=O)Nc2ccc(OC)c(OC)c2)nnc1-c1c[nH]c2ccccc12	-0.15	i
CCc1ccc(NC(=O)C[n+]2cc(-c3ccc(C)cc3)n3c2CCC3)cc1	-2.16	i
COc1ccc(CCNC(=O)c2ccc(CNS(=O)(=O)c3cc(C)ccc3C)cc2)cc1OC	0.14	i
COc1ccc(S(=O)(=O)NC(CC(=O)NCC2CCCO2)c2ccco2)cc1 (stereo not given)	0.6	i
O=C(COC(=O)CCc1nc2ccccc2s1)Nc1cccc(S(=O)(=O)N2CCOCC2)c1	1.44	i
N#CCCN1CCN(C(CNS(=O)(=O)c2ccc(Cl)cc2)c2ccccc2)CC1 (stereo not given)	0.42	i
Cc1ccc(NC(=S)N/N=C2\CCCCC2C)cc1 (stereo not given)	0.43	i
Cc1nn(CCC(=O)NNC(=S)Nc2ccc(Cl)cc2)c(C)c1[N+](=O)[O-]	0.17	i
COc1ccccc1NC(=S)NNC(=O)c1cc(C)nn1C	-0.28	i
COC(=O)/C=C1\NCCNC1=O	0	i
O=c1c(-c2ccc(O)cc2O)coc2cc(O)cc(O)c12	-0.51	i
Cc1cc(C)n(C(=O)c2c([N+](=O)[O-])c(C)nn2C)n1	-3.76	i
COCn1c(-c2ccc(OC)cc2)nc2ccccc21	0.04	i
CCOC(=O)CN1CC23C=CC(O2)C(C(=O)Nc2ccc(C(C)=O)cc2)C3C1=O (stereo not given)	-2.2	i
CC1=C(C#N)C(c2ccccc2)C2=C(N1)c1ccccc1C2=O (stereo not given)	-3.05	i
Cc1ccc(-c2cc(-c3c(C)nn(C)c(=O)c3N)[nH]n2)cc1	0.58	i
CCOC(=O)c1c(NC(=S)Nc2ccc(OC)cc2)sc2c1CCC2	0.67	i

Quoted at random: 2 entries already listed, in no set order.
SMILES	Kir21 inh	CHT inh
COCn1c(-c2ccc(OC)cc2)nc2ccccc21	0.04	i
CC(=O)Nc1sc2c(c1C(c1ccccn1)N1CCCC1)CCCC2 (stereo not given)	-0.01	i

(continued)
SMILES	Kir21 inh	CHT inh
CCc1ccccc1NC(=O)c1cc(S(=O)(=O)N2CCCC2)c[nH]1	0.74	i
COc1ccccc1CCC(=O)N1CCC(n2nccc2NC(=O)C2CCOC2)CC1 (stereo not given)	2.53	i
CCn1c(SCC(=O)c2cccs2)nnc1-c1cccs1	-0.02	i
CCCCC/C=N\NC(=O)Cc1ccc([N+](=O)[O-])cc1	0.93	i
CCOC(=O)c1ccc(N2C(=O)CC(Sc3nnc(C)s3)C2=O)cc1 (stereo not given)	-0.67	i
CC1CCN(c2ccc(-c3cccc(NC(=O)C(F)(F)F)c3)nn2)CC1	-0.28	i
Cc1ccc(C(=O)c2coc3ccc(O)c(Cl)c23)cc1	-2.43	i
COc1ccccc1N1CCN(C(=O)CCNS(=O)(=O)c2ccc(Br)s2)CC1	-1.02	i
CC(C)(C)c1nnc(NC(=O)C2CC(=O)N(CCc3ccc(F)cc3)C2)s1 (stereo not given)	-0.01	i
Cc1nc2ccc(NC(=O)c3ccc4ccccc4n3)cc2s1	0.5	i
O=C1CC(C(=O)Nc2cccc(F)c2)n2ncnc2N1 (stereo not given)	-0.16	i
Cc1cc(C)cc(NC(=O)C(OC(=O)c2ccc([N+](=O)[O-])o2)c2ccccc2)c1 (stereo not given)	-0.63	i
O=C(Nc1cccc(S(=O)(=O)N2CCCCC2)c1)c1ccc(OCC2CCCO2)cc1 (stereo not given)	1.5	i
COc1cc(/C=N/NC(=O)c2ccc3ccccc3c2)ccc1Oc1ccc([N+](=O)[O-])cn1	-0.06	i
Cc1nc2ccc([N+](=O)[O-])cc2[nH]1	0.28	i
Cn1c(O)c(N=NC(=O)CNC(=O)c2ccco2)c2ccccc21	0.04	i
CCOC(=O)CSc1nc(N)c2c3c(sc2n1)CCCC3	0.66	i
O=C(N/N=C/c1ccc(OCc2cnc(Cl)s2)cc1)c1ccncc1	-0.61	i
Cc1nnc(N/N=C/c2c[nH]c3ccccc23)[nH]c1=O	0.55	i
O=C(Nc1ccccc1C(=O)Nc1ccccc1)c1ccco1	-0.6	i
COc1ccc(N2C(=O)C3CCCN3C2c2ccc(Cl)cc2)cc1 (stereo not given)	-1.21	i
O=C1Nc2ccccc2/C1=C/c1cnc(-c2ccccc2)[nH]1	-1.64	i
OC(COCCC12CC3CC(CC(C3)C1)C2)CN1CCCCC1 (stereo not given)	-1.64	i
CCCOc1cccc(C2/C(=C(\O)c3ccc4c(c3)OCCO4)C(=O)C(=O)N2CCCn2ccnc2)c1 (stereo not given)	1.29	i
COc1ccccc1CN(C)C(=O)c1cc(-c2cccs2)nc2ccccc12	-0.76	i
O=C1COc2ccc(C(=O)COC(=O)c3ccccn3)cc2N1	1.21	i
CCCN(CCC)CCNC(=O)C1c2ccccc2C(=O)N(CCOC)C1c1ccc(F)cc1 (stereo not given)	-0.66	i
CC1=NN(c2nc(-c3ccc(C)cc3)cs2)C(=O)C1N=Nc1cccc(C)c1 (stereo not given)	1.03	i
Cn1c(COc2cccc3ccccc23)nnc1SCC(=O)OC1CCCCC1	-2.16	i
C#CCn1c(=NC(=O)c2ccco2)sc2cccc(Cl)c21	-1.84	i
COc1cc2cc(CN(CCO)C(=O)c3cccs3)c(=O)[nH]c2cc1OC	3.36	i
Cc1csc(NC(=O)c2nn(C)c(C)c2[N+](=O)[O-])n1	1.16	i
COCCN(C(=O)c1ccco1)c1nnc(-c2ccc(OC)cc2)s1	0.09	i
Cc1ccnc(NS(=O)(=O)c2ccc(NC(=O)C3CCCCC3C(=O)O)cc2)n1 (stereo not given)	0.28	i
c1ccc(CC2CCN(C(c3cccs3)c3nnnn3C3CCCC3)CC2)cc1 (stereo not given)	0.57	i
CCOC(=O)C1=C(C)Nc2ccccc2N=C1NC(=O)Cc1ccc(Br)cc1	1.86	i
O=C(CN1CCCCCC1)Nc1cccc(NC(=O)CN2CCCCCC2)c1	0.34	i
